Source: PubChem (National Center for Advancing Translational Sciences (NCATS))
DRD3 antagonist – antagonists of human D3 dopamine receptor | D3R cells, DiscoveRx beta-arrestin luminescence, antagonist mode; hits give low values | max response, negative = inhibition, % | actives 2.5% (n = 360,000); in the data active = max response below about -50%; inconclusive = no clear call, values can overlap the other calls; also: % is scaled to controls: 0 for no effect and ±100 for the full control effect; mostly tested at two doses, the higher about 12 µM
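Cells plated overnight at 1500 cells/well, then exposed to library compounds with dopamine controls for 90 minutes at 37 degrees C. DiscoveRx reagent added for 30–60 minutes at room temperature; luminescence read, quantitative HTS format.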
MmCpn inh – inhibitors of Methanococcus maripaludis chaperonin (MmCpn) | Potency, µM (series often up to 76.9 µM), without a hit: top-dose activity, negative = inhibition, most hits filed as inhibitors | purified Mm-Cpn ATPase, ADP Transcreener TR-FRET | actives 0.031% (n = 330,000); also: potency is read from the fitted curve at half-maximal effect; % is scaled to controls: 0 for no effect and ±100 for the full control effect; nearly all actives have a fitted effect of over 80% in size
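ATP (10 uM final) was added to archaeal chaperonin (25 nM final) after 10 min exposure to test compound at 37°C; after 30 min further incubation, ADP was detected by competitive TR-FRET.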
Akt phos inh – blocks phosphorylation of Akt. Neuro2A IGF-stimulated pAkt S473 HTRF, 20 min; hits give low values. activity change, % for hits at 50 µM. actives 0.32% (n = 360,000). AID 651550; in the data active = activity change below about -80%; inconclusive = mostly about -51% to -80%; also: % is scaled to controls: 0 for no effect and ±100 for the full control effect
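Neuro2A cells (4,500/well, DMEM with 0.5% FBS) were treated with compound at a single 50 µM final concentration, stimulated with 6 nM IGF for 20 min at 37 °C, and lysed. Phospho-Akt Ser473 was read by HTRF as 665/615 ratio ×10^4.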
DRD3 agonist – D3 dopamine receptor (human) agonism; actives 0.58% (n = 410,000); P35462; D3R DiscoveRx beta-arrestin cells, luminescence, 90 min; max activation, %; in the data active = max activation above about 30%; also: 0% is about no effect; mostly tested at two doses, the higher about 12 µM
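Agonist-mode cell screen: cells plated at 1500/well and incubated overnight at 37 °C, then exposed to library compounds for 90 min at 37 °C. Detection reagent was added for 30–60 min at room temperature, and luminescence was read.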
CCT chaperon mod – cytosolic chaperonin activity modulation; purified chaperonin ATPase assay, HTRF ADP detection, 30 min; activity change, % (concentration not given with the values), hits read low; actives 0.3% (n = 360,000); in the data active = activity change below about -30%; also: % is scaled to controls: 0 for no effect and ±100 for the full control effect
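First, chaperonin was dispensed at 40 nM or 20 nM final depending on batch activity. Next, compounds were pinned at 76 uM and ATP added at 10 uM. After 30 min at 37 °C, ADP detection reagents ran 30 min at ambient temperature.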
PTHR1 ag – activates the human parathyroid hormone receptor PTHR1 | Potency, µM (doses to about 115 µM), inactives show top-dose activation, hits mostly activators | HEK293 GP2 PTHR1 cells, GloSensor cAMP luminescence, 1 h | actives 0.075% (n = 410,000) | AID 743266; also: potency is read from the fitted curve at half-maximal effect; nearly all actives have a fitted effect of over 55% in size; some results filed as inactive show a strong effect at the top dose; inactives centre near -15; many of its hits are not listed in these tables
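HEK-293-derived GP2 cells expressing PTHR1 and a GloSensor cAMP reporter, 3,000/well, plated overnight, given luciferin plus IBMX (each 0.5 mM as added) for 1 h at 37 °C, then compound for 1 h at 37 °C. Luminescence was read after 15 min at room temperature.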
EPAC2 ag – EPAC2 (human) agonism; Q8WZA2; EPAC2 activation, biochemical qHTS; response scale: 100% = 6.5 mM cAMP response; Potency, µM (titrated, usually from 154 µM), for the others: at the top dose activation, usual class: activators; actives 0.079% (n = 360,000); also: potency is read from the fitted curve at half-maximal effect; nearly all actives have a fitted effect of over 50% in size
Target sequence (Q8WZA2 whole entry, looked up): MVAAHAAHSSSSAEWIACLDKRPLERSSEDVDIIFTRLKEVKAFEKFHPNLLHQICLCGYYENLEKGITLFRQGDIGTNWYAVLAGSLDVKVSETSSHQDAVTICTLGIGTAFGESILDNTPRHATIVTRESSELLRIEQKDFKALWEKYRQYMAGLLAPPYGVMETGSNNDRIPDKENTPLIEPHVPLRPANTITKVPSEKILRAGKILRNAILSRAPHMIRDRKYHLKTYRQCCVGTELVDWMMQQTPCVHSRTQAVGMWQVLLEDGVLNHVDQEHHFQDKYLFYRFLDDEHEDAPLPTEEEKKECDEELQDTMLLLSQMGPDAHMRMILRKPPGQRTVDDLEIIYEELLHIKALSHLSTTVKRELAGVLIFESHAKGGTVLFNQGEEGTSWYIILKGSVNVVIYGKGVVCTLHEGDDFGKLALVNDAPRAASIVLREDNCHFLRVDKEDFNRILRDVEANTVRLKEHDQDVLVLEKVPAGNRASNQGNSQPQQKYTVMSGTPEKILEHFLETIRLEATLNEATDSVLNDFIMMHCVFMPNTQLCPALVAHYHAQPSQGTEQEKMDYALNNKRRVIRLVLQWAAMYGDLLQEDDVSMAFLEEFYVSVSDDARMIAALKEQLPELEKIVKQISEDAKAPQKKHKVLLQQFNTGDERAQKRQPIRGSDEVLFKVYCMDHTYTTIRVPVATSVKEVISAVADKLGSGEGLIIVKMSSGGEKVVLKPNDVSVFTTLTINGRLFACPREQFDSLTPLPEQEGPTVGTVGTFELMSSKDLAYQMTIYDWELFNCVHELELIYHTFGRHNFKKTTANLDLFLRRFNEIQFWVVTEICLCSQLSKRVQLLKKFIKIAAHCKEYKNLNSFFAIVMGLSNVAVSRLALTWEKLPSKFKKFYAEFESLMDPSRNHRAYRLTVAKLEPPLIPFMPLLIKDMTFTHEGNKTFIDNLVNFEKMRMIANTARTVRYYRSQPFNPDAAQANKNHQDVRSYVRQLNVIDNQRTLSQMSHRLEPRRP
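EPAC2 (100 nM) mixed with Rap1B loaded with BODIPY-GDP (250 nM) plus 50 uM unlabeled GDP; compounds pinned in, 5 min RT, then read every 5 min for 30 min (ex 480, em 540 nm). Normalized to cAMP control.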
EPAC2 antagonist – EPAC2 (human) antagonism; actives 0.18% (n = 360,000); EPAC2 GEF exchange of Rap1B-BODIPY-GDP, fluorescence; Potency, µM (series often up to 114 µM), without a hit: top-dose activity, negative = inhibition, hits mostly inhibitors; also: potency is read from the fitted curve at half-maximal effect; % is scaled to controls: 0 for no effect and ±100 for the full control effect; nearly all actives have a fitted effect of over 45% in size; many of its hits are not listed in these tables
Active calls of the source: *; i = inactive; ? = inconclusive; / = not tested or not shown; [ ] = another dose, or the depositor's remark. Unless noted, calls follow the shape of the dose curve; as a rule, active = well fitted curve in the direction sought with a large enough effect; inconclusive = small, poorly fitted or top-dose-only effect, or another doubt; inactive = no such curve, though single readings can be large; an effect the other way counts as inactive or inconclusive. These rows are one share of the data. The share of hits here may be higher or lower than overall.

SMILES	DRD3 antagonist	MmCpn inh	Akt phos inh	DRD3 agonist	CCT chaperon mod	PTHR1 ag	EPAC2 ag	EPAC2 antagonist
COc1ccc(N2CCN(S(=O)(=O)c3ccc4c(c3)NC(=O)CS4)CC2)cc1	5	2%	i	4	0.3	-26%	-11%	1%
CCOC(=O)CSc1c(-c2cccs2)[nH]c2ccccc12	-11	-2%	i	-23	3.9	-28%	9%	-9%
Cn1nc(-c2ccc(Cl)cc2)c2cc(C(=O)N3CCCC3)sc21	42	-3%	i	8	-4.0	-25%	3%	14%
CC(C)(C)c1ccc(CC(=O)N2CCC2(C)C(=O)Nc2ccc(F)cc2F)cc1 (configuration not stated)	0	/	i	-9	1.1	-29%	13%	-15%
O=C(NNC(=O)c1ccncc1)Nc1ccc([N+](=O)[O-])cc1	?	1%	i	-10	1.1	i	7%	-3%
Cc1cc(C)c2c(=O)cc(C(=O)NCc3ccccc3)oc2c1	-53*	1%	i	-46	-0.6	i	3%	-5%
Cc1cc(NN)nc(NS(=O)(=O)c2ccccc2)n1	6	-1%	i	-1	0.3	-17%	7%	-2%
CN(C)S(=O)(=O)c1ccc2c(c1)nc(CCC(=O)Nc1ccc3c(c1)OCO3)n2C	-24	-3%	i	-15	-4.2	-6%	1%	-5%
CN(C(=O)CSc1ncnc2sccc12)C1CCS(=O)(=O)C1 (configuration not stated)	-3	2%	i	2	0.5	i	11%	-8%
Cc1ccc(OCCC(=O)OCC(=O)NC2CCCCC2)cc1	-16	/	i	-3	-2.1	-7%	1%	19%
COc1cc(/C=C/CO)ccc1O[C@@H]1O[C@H](CO)[C@@H](O)[C@H](O)[C@H]1O	-8	/	i	-5	-0.9	-22%	2%	-5%
CS(=O)(=O)N(CC(=O)O)Cc1cccc(CN(CC(=O)O)S(C)(=O)=O)c1	-24	0%	i	11	-1.9	-11%	4%	1%
O=CNC1c2ccccc2CCc2ccccc21	5	/	i	4	-1.7	-12%	3%	-2%
O=C(CSc1nnc(CNc2ccc(F)cc2)o1)c1ccccc1	-23	1%	i	-6	2.4	-14%	1%	0%
O=C1c2c(Cl)c(Cl)c(Cl)c(Cl)c2C(=O)N1c1nccs1	-11	/	i	-1	-1.6	-5%	1%	7%
COc1ccc(NC(=S)N(CCCN2CCCC2)Cc2cccs2)cc1	-64*	2%	i	-27	-5.1	i	-3%	1%
Cc1noc(C)c1S(=O)(=O)N(C)C[C@H]1Oc2c(NC(=O)Nc3ccc4c(c3)OCO4)cccc2C(=O)N([C@H](C)CO)C[C@@H]1C	0	0%	i	9	-0.8	-9%	2%	-13%
COc1cc(CN2CCC(C(=O)N3CCCC(C)C3)CC2)cc(Br)c1O (configuration not stated)	?	0%	i	-5	-2.5	-3%	8%	0%
CCOc1ccccc1NC(=O)CSc1nnnn1-c1ccccc1	13	-2%	i	-10	-0.9	-40%[inhibitor]	2%	?
O=C(N/N=C/c1cccc(O)c1)c1csc2ccccc12	7	1%	i	-14	-3.4	-5%	23%	-9%

Overlap with the part before: 2 entries, then new ones.
SMILES	DRD3 antagonist	MmCpn inh	Akt phos inh	DRD3 agonist	CCT chaperon mod	PTHR1 ag	EPAC2 ag	EPAC2 antagonist
CCOc1ccccc1NC(=O)CSc1nnnn1-c1ccccc1	13	-2%	i	-10	-0.9	-40%[inhibitor]	2%	?
O=C(N/N=C/c1cccc(O)c1)c1csc2ccccc12	7	1%	i	-14	-3.4	-5%	23%	-9%
COc1ccc2c(c1)C(=O)N(c1ccccc1OC)C(=O)C2	3	2%	i	4	1.3	i	1%	-4%
O=C(c1cc(C2CC2)nc2ccc(Br)cc12)N1N=C(C(F)F)CC1(O)C(F)F (configuration not stated)	-62*	0%	i	-1	0.2	0%[57.5 µM]	17%	7%
O=S(=O)(NC1CCCCC1)c1ccc(Cl)nc1	0	2%	i	-16	-5.5	-19%	11%	-9%
Cc1nc2ncnn2c(C)c1CCC(=O)NCc1ccccc1	15	1%	/	-6	2.0	-22%	2%	9%
Cc1ccc(S(=O)(=O)N2CCN(c3ncnc4sccc34)CC2)cc1	14	-1%	i	3	-3.4	-38%[inhibitor]	14%	-7%
COc1ccc(CCNC(=O)C(=O)NCC2OCCN2S(=O)(=O)c2cc(F)ccc2F)cc1 (configuration not stated)	-5	2%	i	0	-3.0	-19%	15%	6%
Cc1ccc(C)c(N(C(=O)Cn2nnc(-c3cccs3)n2)C(C(=O)NC2CCCC2)c2ccncc2)c1 (configuration not stated)	?	1%	i	-7	-0.6	i	-2%	-2%
COc1ccc2ccc3c(c2c1)N=CC1(O3)N(C)c2ccccc2C1(C)C (configuration not stated)	?	0%	i	-17	-1.4	-29%	2%	2%
O=C(NCc1ccccc1)C1=C[C@@H](c2ccc(Br)cc2)C[C@@H](OCc2ccc(CO)cc2)O1	17	/	i	-2	-3.3	-21%	13%	-6%
CCCc1nnc(NC(=O)Nc2ccccc2OC)s1	-5	-2%	i	2	-0.5	i	15%	-3%
Cc1nc(NC(=O)C2CCCCC2C(=O)O)sc1C (configuration not stated)	-2	-2%	i	-2	-6.5	-20%	12%	4%
CCc1ccc(NC(=S)Nc2cc(C(=O)O)ccc2N2CC3CC(C2)c2cccc(=O)n2C3)cc1 (configuration not stated)	17	0%	i	0	-1.2	i	0%	1%
CN(C)N=C1c2cc(S(=O)(=O)N(C)C)ccc2-c2ccc(S(=O)(=O)N(C)C)cc21	?	4%	i	1	0.4	-11%	-11%	1%
O=C(NCCc1ccccn1)c1cc(-c2cccc3ccccc23)nc2ccccc12	3	-5%	i	1	-1.0	-10%	16%	2%
COc1ccc(Cl)cc1NC(=O)c1cc(S(=O)(=O)N2CCCC2)cn1C	-11	-4%	i	-7	-0.2	i	3%	3%
O=C(NNc1nc2ccc(F)cc2s1)c1cccc(F)c1	2	2%	i	-12	-1.7	-26%	-1%	0%
CCOC(=O)c1cnn(C(=O)c2ccccc2)c1N	-2	0%	i	1	-1.9	-33%[inhibitor]	2%	2%
Cc1ccccc1C(=O)Nc1ccc(C(=O)N/N=C/c2ccc(F)cc2)cc1	-4	-1%	i	1	-1.1	-27%	5%	8%
CC1CCN(Cc2c(C#N)c3ccccc3n2C)CC1	-75*	-1%	i	1	1.1	i	16%	4%
NS(=O)(=O)c1cccc(NC(=O)COC(=O)c2cc(-c3ccc(Cl)cc3)nc3ccccc23)c1	8	-16%	i	-2	-1.1	-29%	2%	-5%

Random excerpt: 5 compounds from above
SMILES	DRD3 antagonist	MmCpn inh	Akt phos inh	DRD3 agonist	CCT chaperon mod	PTHR1 ag	EPAC2 ag	EPAC2 antagonist
CCc1ccc(NC(=S)Nc2cc(C(=O)O)ccc2N2CC3CC(C2)c2cccc(=O)n2C3)cc1 (configuration not stated)	17	0%	i	0	-1.2	i	0%	1%
CCOC(=O)c1cnn(C(=O)c2ccccc2)c1N	-2	0%	i	1	-1.9	-33%[inhibitor]	2%	2%
COc1ccc(Cl)cc1NC(=O)c1cc(S(=O)(=O)N2CCCC2)cn1C	-11	-4%	i	-7	-0.2	i	3%	3%
CC1CCN(Cc2c(C#N)c3ccccc3n2C)CC1	-75*	-1%	i	1	1.1	i	16%	4%
O=C(c1cc(C2CC2)nc2ccc(Br)cc12)N1N=C(C(F)F)CC1(O)C(F)F (configuration not stated)	-62*	0%	i	-1	0.2	0%[57.5 µM]	17%	7%

Returning to the listing, repeating the two entries before the break.
SMILES	DRD3 antagonist	MmCpn inh	Akt phos inh	DRD3 agonist	CCT chaperon mod	PTHR1 ag	EPAC2 ag	EPAC2 antagonist
CC1CCN(Cc2c(C#N)c3ccccc3n2C)CC1	-75*	-1%	i	1	1.1	i	16%	4%
NS(=O)(=O)c1cccc(NC(=O)COC(=O)c2cc(-c3ccc(Cl)cc3)nc3ccccc23)c1	8	-16%	i	-2	-1.1	-29%	2%	-5%
CCCCCOC(=O)CC(C(=O)OCCCCC)N1CCCCC1 (configuration not stated)	-19	2%	i	2	-0.8	i	-10%	-6%
COc1cc(OC)cc(C(=O)Nc2ccc(Cn3ccnc3)cc2)c1	-13	-1%	i	3	-3.4	-15%	10%	8%
O=C(O)c1ccc(NN=CC2=C(N3CCOCC3)/C(=C/c3ccccc3)CC2)cc1	-4	/	i	7	-1.1	-97%[inhibitor]	2%	21%
COc1ccccc1NC(=O)Cn1nc(-c2ccc(Cl)cc2)c2ccccc2c1=O	2	-5%	i	-1	-2.9	i	3%	-2%
CCN(CC)S(=O)(=O)c1ccc(NC(=O)CCNC(=O)c2ccco2)cc1	4	0%	i	1	0.1	i	0%	4%
CCOC(=O)c1sc(=S)n(C)c1NC(=O)c1ccccc1C	2	2%	i	-3	-1.5	i	8%	-7%
COc1ccccc1NC(=O)c1cnc2n(c1=O)CCS2	6	1%	i	-4	-1.1	-51%[inhibitor][57.5 µM]	-8%	-2%
CS(=O)(=O)c1ccc(C(=O)OCC(=O)NC2CCS(=O)(=O)C2)cc1[N+](=O)[O-] (configuration not stated)	2	-3%	i	-2	0.9	i	4%	-6%
O=C(Cc1ccc(S(=O)(=O)N2CCCC2)s1)Nc1cccc([N+](=O)[O-])c1	-2	-6%	i	1	1.4	-19%	7%	7%
NS(=O)(=O)c1ccc2nc(NC(=O)CS(=O)(=O)c3ccccc3)sc2c1	-1	0%	i	-6	2.0	-10%	8%	0%
Cc1cc(NS(=O)(=O)c2ccccc2)n(-c2ccccc2)n1	-23	0%	i	4	2.1	-46%[inhibitor]	4%	13%
Cc1cc(C)c2nc(NC(=O)c3ccc(OCC4CCCO4)cc3)sc2c1 (configuration not stated)	9	-2%	i	1	0.8	i	13%	-1%[57.1 µM]
N#CCN(C(=O)CSc1nnc(C2CC2)n1C1CC1)c1ccccc1	-7	/	i	2	-0.4	i	11%	-1%
Cc1cc(=O)[nH]c(N/N=C/c2c[nH]c3ccccc23)n1	-25	0%	i	-10	-3.0	?	6%	5%
Cc1cc(NC(=O)C(C)SCC(=O)N(C)Cc2ccccc2F)no1 (configuration not stated)	-5	0%	i	-17	1.6	-21%	3%	8%
Cc1cc(C)cc(Cn2c3ccc(NC(=O)NCc4ccc(F)cc4)cc3c(=O)n2C)c1	-4	/	i	8	0.7	-5%	-7%	7%
Cc1ccc(NC(=O)CCn2c(=O)oc3ccccc32)cc1	-27	0%	i	6	2.6	-16%	-6%	3%
